H37Rv inhibition: M. tuberculosis growth inhibition, HTS (AID 449762); M. tuberculosis H37Rv growth inhibition, 7H9 media; higher % means a stronger effect; one-dose inhibition, % at 25 µM; IC50 in µM for titrated hits; 0.59% of 330,000 active; in the data active means a potency from the dose series; inconclusive means inhibition above about 70% without an active follow-up result;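 further: bacterial growth assessed after seven days of incubation; strong numbers were not always called active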
influenza NS1A: H1N1 influenza NS1A inhibitors, functional cell based assay (AID 504329) | NS1A functional cell-based assay, percent inhibition; higher % means a stronger effect | inhibition, % at 12.5 µM; hits with a dose series show IC50 in µM | 0.3% of 340,000 active; in the data active means a potency from the dose series; inconclusive means inhibition above about 27% without an active follow-up result; further: strong numbers were not always called active
PhoP GFP inhibition: PhoP regulon inhibitors, Salmonella typhi PhoP promoter GFP reporter, confirmatory (AID 1850); Salmonella Typhi PhoP-promoter GFP reporter, fluorescence, 4 h; higher % means a stronger effect; inhibition, % at 50 µM; hits with a dose series show IC50 in µM; 0.33% of 310,000 active; in the data active means a potency from the dose series; inconclusive means inhibition mostly from about 25% at the one dose, without a potency; inactive means the rest, 99 in 100 with inhibition below about 19%;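 further: 0% = induced wells with vehicle and 100% = uninduced wells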
tuberculosis growth: growth inhibition of non-replicating M. tuberculosis (AID 488890). Mycobacterium tuberculosis non-replicating, growth inhibition; higher % means a stronger effect. inhibition, % at 25 µM; hits with a dose series show IC50 in µM. 0.39% of 320,000 active; in the data active means a potency from the dose series; inconclusive means inhibition mostly from about 82% at the one dose, without a potency; inactive means the rest, 99 in 100 with inhibition below about 76%;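 further: plate controls were DMSO cells for no effect and high antibiotic wells for full effect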
inhibitors of VEEV: inhibitors of VEEV TC-83 cytopathic effect, confirmation, Vero cells (AID 588727); Vero cells, VEEV TC-83 cytopathic effect inhibition; higher % means a stronger effect; 0.13% of 350,000 active; one-dose inhibition, % at 20 µM; IC50 in µM for titrated hits; in the data active means a potency from the dose series; inconclusive means inhibition mostly from about 14% at the one dose, without a potency; inactive means the rest, 99 in 100 with inhibition below about 12%; further: strong numbers were not always called active
inhibitors of VEEV 10K pilot screen: also measured in inhibitors of VEEV; calls as there; inhibition, %; measured here: 10K pilot screen inhibition
An asterisk follows results filed as active; i = inactive; ? = inconclusive; . = no result given.

SMILES	H37Rv inhibition	influenza NS1A	PhoP GFP inhibition	tuberculosis growth	inhibitors of VEEV	others
O=C(NCc1ccc(Cl)cc1)c1ccc(COCC(F)(F)F)o1	-1%	-5%	7%	24%	i
COc1cccc(-c2nn3c(-c4cc(C)[nH]n4)nnc3s2)c1	-5%	-5%	-11%	11%	11%
COc1cccc(C2/C(=C(/O)c3ccc(F)cc3)C(=O)C(=O)N2CCN(C)C)c1 (stereo unspecified)	-1%	-5%	6%	4%	0.4%
COC(=O)Cn1c2ccccc2c2nc(=O)cc(C)n21	-8%	7%	-4%	-5%	0.1%
COc1cc(/C=C2/C(=N)N3C(=NC2=O)SN=C3S(=O)(=O)C(C)C)ccc1OS(=O)(=O)c1ccccc1	-5%	.	5%	10%	.
Cc1cccc(C(=O)NCC(=O)NCC(c2ccco2)N2CCCCC2)c1 (stereo unspecified)	-8%	-1%	6%	1%	0.7%
C[C@H](CO)N1C[C@H](C)[C@H](CN(C)C(=O)Nc2ccc(F)cc2)Oc2ccc(NC(=O)NC3CCCCC3)cc2CC1=O	6%	2%	.	46%	2.7%
COc1ccc([N+](=O)[O-])cc1NC(=O)COC(=O)C1CC1	5%	-9%	3%	34%	0.8%
Cc1ccc(NC(=S)N(CCCN2CCOCC2)Cc2ccco2)cc1C	-6%	9%	7%	0%	0.9%
C=CCn1c(=O)c2ccccc2n2c(SCC(N)=O)nnc12	-5%	1%	13%	-21%	0.4%
COCc1cc(C)n(CC(=O)Nc2ccc(N3CCOCC3)c(Cl)c2)c(=O)c1C#N	3%	9%	12%	2%	1.3%
CC(=O)c1cccc(OCC(=O)NC2CCCCCC2)c1	.	-13%	.	.	1.4%
Cc1ccc(C)c(C(=O)NCc2ccncc2)c1	-5%	3%	-2%	-6%	1.2%
COc1cc(C(=O)N2CCN(c3ccc(C)cc3C)CC2)cc(OC)c1OC	4%	3%	-1%	25%	5.8%
COCCNC(=O)CC(NS(=O)(=O)c1ccc(NC(C)=O)cc1)C(C)C (stereo unspecified)	-12%	8%	16%	-17%	0.1%
COCCN1CCC(CNCc2cn[nH]c2-c2ccc(C)c(C)c2)C1 (stereo unspecified)	2%	-4%	7%	64%	i
CC(C)(C)N1CC(c2nc3ccccc3n2Cc2ccccc2)CC1=O (stereo unspecified)	-2%	-3%	-2%	39%	1.6%
COc1ccc(-c2cc(C(=O)Nc3cccnc3)c3ccccc3n2)cc1OC	17%	-1%	-4%	19%	6.7%
CC(=O)c1cccc(NC(=O)C(OC(=O)c2ccccc2NS(=O)(=O)c2cccs2)c2ccccc2)c1 (stereo unspecified)	1%	-11%	-1%	4%	3.5%
CN(C)S(=O)(=O)N1CCCC(C(=O)c2ccc(-c3ccccc3)cc2)C1 (stereo unspecified)	3%	-5%	8%	-3%	2.2%
CC12CCC(c3nnc(SCC(=O)Nc4cccc5ccccc45)nc31)C2(C)C (stereo unspecified)	1%	6%	-4%	34%	4.5%
Cc1ccn2cc(CC(=O)O)nc2c1	-3%	1%	3%	-7%	0.9%
CCC(C)[C@H](NC(=O)NCCCc1ccccc1)C(=O)OC (stereo partly specified)	-15%	7%	-8%	14%	1.9%
O=C(C1CCCC1)N1CCCC(Nc2ccccc2)C1 (stereo unspecified)	-14%	-11%	-2%	-12%	3.2%
Fc1ccc(CNCC2CCCO2)cc1 (stereo unspecified)	.	-6%	.	.	0.3%

Structures above with fluorine, in the order listed:
SMILES	H37Rv inhibition	influenza NS1A	PhoP GFP inhibition	tuberculosis growth	inhibitors of VEEV	others
O=C(NCc1ccc(Cl)cc1)c1ccc(COCC(F)(F)F)o1	-1%	-5%	7%	24%	i
COc1cccc(C2/C(=C(/O)c3ccc(F)cc3)C(=O)C(=O)N2CCN(C)C)c1 (stereo unspecified)	-1%	-5%	6%	4%	0.4%
C[C@H](CO)N1C[C@H](C)[C@H](CN(C)C(=O)Nc2ccc(F)cc2)Oc2ccc(NC(=O)NC3CCCCC3)cc2CC1=O	6%	2%	.	46%	2.7%
Fc1ccc(CNCC2CCCO2)cc1 (stereo unspecified)	.	-6%	.	.	0.3%

Remaining list, next part:
SMILES	H37Rv inhibition	influenza NS1A	PhoP GFP inhibition	tuberculosis growth	inhibitors of VEEV	others
CCOc1cc(C2C(C(=O)c3ccc(C)cc3)=C(C(=O)OC)Nc3nnnn32)ccc1O (stereo unspecified)	-8%	-3%	-11%	3%	3.0%
CN1C(=O)NC2C1N(S(C)(=O)=O)CCN2S(C)(=O)=O (stereo unspecified)	-3%	3%	-15%	-12%	1.7%
CC(=O)c1sc2nc(SCC(=O)NCCc3ccccc3)[nH]c(=O)c2c1C	-7%	-18%	-5%	8%	0.3%
COc1cccc(C(C(=O)NC2CCCCC2)N(C(=O)c2csnn2)C2CC2)c1 (stereo unspecified)	8%	8%	4%	-9%	i
COC(=O)C1=C(C)N(c2ccc(F)c(Cl)c2)C(=O)C1	-3%	-3%	1%	25%	5.0%
Cc1ccccc1NC(=O)c1ccc2c(c1)N(C)CCS2	2%	3%	-8%	22%	7.3%	inhibitors of VEEV 10K pilot screen=0.9
Cc1ccc(S(=O)(=O)N2[C@@H](c3ccc(Cl)cc3)C(C(=O)O)=CC[C@H]2c2ccc3c(c2)OCO3)cc1	-5%	-2%	2%	11%	1.1%
Cc1oncc1C(=S)Nc1ccccc1	-11%	-9%	-10%	21%	i
CCN(CC)C(=O)c1scc2c1OCCO2	4%	2%	2%	21%	i
Cn1c(N)c(C(=O)c2ccc(Oc3ccccc3)cc2)c(=O)n(C)c1=O	5%	0%	-5%	-9%	0.9%
COc1cc(NC(=O)c2ccccc2Cl)ccc1NC(=O)c1cccs1	46%	-2%	-2%	-6%	1.9%
COc1ccc(C2CC(c3ccncc3)=NN2c2ccc(S(N)(=O)=O)cc2)cc1 (stereo unspecified)	.	-29%	.	.	0.4%
Cc1cccn2c(=O)c(/C=C(\C#N)C(=O)NC3CCS(=O)(=O)C3)c(N3CCC(C(N)=O)CC3)nc12 (stereo unspecified)	-5%	-10%	-7%	-16%	1.3%
CCCC(=O)Nc1ccc(C(=O)NN=C(C2CC2)C2CC2)cc1	1%	5%	-5%	-8%	i
O=C(O)c1cc(-c2ccc(O)cc2)nc2ccccc12	2%	.	6%	-9%	.
O=C(c1ccco1)N1CCN=C1SCc1c(F)cccc1Cl	-14%	-9%	2%	-4%	9.0%
Cc1ccccc1C(=O)Nc1ccnn1C1CCN(C2CCSCC2)CC1	-5%	-10%	-10%	-9%	1.0%
CC1=C(C(=O)OCc2ccccc2)C(c2cccc([N+](=O)[O-])c2)NC(=O)N1CCCCCC(=O)O (stereo unspecified)	3%	-1%	1%	-15%	0.4%	inhibitors of VEEV 10K pilot screen=1.1
CN(C)CCO[C@@H](c1ccc(Cl)cc1)c1ccccn1	-4%	-7%	2%	-1%	0.2%
O=C(OCc1nnc(-c2ccccc2)o1)C1CCN(S(=O)(=O)c2cccs2)CC1	7%	2%	3%	60%	1.5%
O=C(NC1CCCCCC1)c1cccc(N2CCCC2=O)c1	0%	5%	0%	4%	i
Cc1cc2ccccc2c(=O)n1CC(=O)NCC(=O)N1CCCC1	2%	2%	-3%	-5%	0.5%
COc1cc2nc(CN(C)Cc3nc4ccccc4c(=O)[nH]3)[nH]c(=O)c2cc1OC	?	-12%	-4%	24%	i
CC(C)C(=O)Nc1ccnc(-c2cccnc2)n1	-7%	-1%	-13%	7%	4.9%	inhibitors of VEEV 10K pilot screen=1.0
Cc1ccc(NC(=O)CCNS(=O)(=O)c2ccccc2F)cc1S(=O)(=O)N1CCOCC1	-2%	-2%	3%	-2%	2.6%

Ordered by formula weight (descending): part of the list above.
SMILES	H37Rv inhibition	influenza NS1A	PhoP GFP inhibition	tuberculosis growth	inhibitors of VEEV	others
CCC(C)[C@H](NC(=O)NCCCc1ccccc1)C(=O)OC (stereo partly specified)	-15%	7%	-8%	14%	1.9%
CN(C)CCO[C@@H](c1ccc(Cl)cc1)c1ccccn1	-4%	-7%	2%	-1%	0.2%
CC(=O)c1cccc(OCC(=O)NC2CCCCCC2)c1	.	-13%	.	.	1.4%

Carrying on:
SMILES	H37Rv inhibition	influenza NS1A	PhoP GFP inhibition	tuberculosis growth	inhibitors of VEEV	others
COc1ccc(-c2nnc(SCC(=O)N3CCCC3)o2)cc1OC	-4%	.	-1%	-22%	.
COc1ccc2c3n(nc2c1)CCN=C3c1ccc(C)cc1	3%	10%	-2%	6%	9.7%
Nc1ncnc2c1ncn2[C@@H]1O[C@H](CNCc2ccc(OCC(=O)Nc3nccs3)cc2)[C@@H](O)[C@H]1O	1%	-6%	.	-6%	i
O=[N+]([O-])c1ccc2c(c1)Nc1nc3ccccc3nc1N2	0%	-4%	-5%	-14%	1.3%
CCc1ccc(CNC(=O)C2Cc3cc(S(=O)(=O)N4CCCC4)ccc3N2C(C)=O)cc1 (stereo unspecified)	-3%	-3%	-6%	17%	i
CCC[C@@H](OS(N)(=O)=O)[C@@H](Cc1ccccc1)C(=O)OCC	-3%	-1%	7%	4%	i
CCN(CCNC(=O)c1ccc2nc(-c3ccccc3NC(C)=O)c(=O)[nH]c2c1)c1ccccc1	0%	11%	.	.	11%
COc1ccc(NS(=O)(=O)NC(=O)c2cn(C)c3ccccc23)cc1	1%	7%	11%	12%	6.5%
COc1ccc2nc(SCC(=O)N3CCCCCC3)c(C#N)cc2c1	13%	2%	-2%	29%	2.5%
COc1ccc(N(Cc2cc3cc(OC)ccc3[nH]c2=O)C(=O)c2cccnc2)cc1	1%	-8%	4%	-8%	0.7%
CSCCC(NS(=O)(=O)c1ccccc1F)C(=O)N1CCCCCC1 (stereo unspecified)	9%	1%	-20%	-25%	i
COc1cccc(C(=O)NCc2nnc(SCC(=O)Nc3nccs3)n2-c2cccc(C)c2)c1	-4%	-6%	-2%	5%	1.2%
O=C(O)CCc1ccc(-c2cccs2)n1NC(=O)c1cccs1	0%	-7%	1%	31%	i
CCOC(=O)c1ccc(N2C(=O)c3n[nH]c(C)c3C2c2cccnc2)cc1 (stereo unspecified)	-14%	-4%	-7%	4%	i
O=C(/C=C/c1ccccc1)NCC(=O)N/N=C/c1ccccc1[N+](=O)[O-]	1%	-11%	-9%	-6%	0.8%
COc1ccc(/C=C(\NC(=O)c2ccc(OCC(C)C)cc2)C(=O)OCc2ccco2)cc1	8%	9%	-10%	35%	1.7%
Cc1nc2c(sc(=S)n2Cc2ccco2)c(=O)n1CC(=O)Nc1cc(F)ccc1F	3%	-5%	-2%	10%	2.6%
CC(C)C[C@H](NC(=O)c1nc[nH]c1C(=O)N1CCN(C(=O)OC(C)(C)C)CC1)C(=O)OC(C)(C)C	-10%	3%	-3%	57%	?
COc1ccc(OC)c(/C=C2/Sc3ccccc3C2=O)c1	17%	-5%	-5%	5%	0.2%
C=CCn1c(COc2ccccc2)nnc1SCC(=O)Nc1ccc(S(N)(=O)=O)cc1	-6%	-9%	15%	1%	0.8%
Cc1ccc2cc(CCNC(=O)CC(C)C)c(=O)[nH]c2c1	-1%	-1%	17%	.	2.3%
O=C(CSc1nnc(NCc2ccccc2)s1)c1ccco1	-2%	-1%	-7%	42%	1.0%
O=C(Nc1cccc(O)c1)c1cnn2cccnc12	21%	7%	-2%	6%	3.5%	inhibitors of VEEV 10K pilot screen=2.2
CCN(CC)C(=O)COc1coc(CN2CCN(c3ccc(F)cc3)CC2)cc1=O	0%	7%	-9%	-9%	4.6%
CC(=O)Nc1ccc(SCC(=O)Nc2ccccc2N2CCOCC2)cc1	-7%	2%	.	-7%	0.6%
SMILES	H37Rv inhibition	influenza NS1A	PhoP GFP inhibition	tuberculosis growth	inhibitors of VEEV	others
CCOC(=O)CSCC(NC(=O)OC(C)(C)C)C(=O)OCC (stereo unspecified)	0%	4%	-7%	16%	0.4%
CC1CC(C)(C)N2C(=O)C3(Nc4ccccc4S3)c3cccc1c32 (stereo unspecified)	-4%	16%	3%	13%	i
CCc1ccc(Nc2nnc(SCC(=O)Nc3ccc(C(=O)O)cc3)s2)cc1	-13%	-9%	-3%	9%	1.9%
C/C(O)=C\c1nc(=O)c2c(C)cc(C)nc2n1-c1ccccc1	9%	1%	-1%	-2%	0.2%
CC1(C)CC(=O)C2=C(C1)Nc1ccccc1NC2c1cccs1 (stereo unspecified)	8%	6%	5%	13%	1.4%
CNc1cccnc1C=NNC(N)=S	.	18%	.	.	1.5%
CCOc1cccc(/C(O)=C2/C(=O)C(=O)N(CCN3CCOCC3)C2c2ccncc2)c1 (stereo unspecified)	-3%	.	6%	-2%	.
O=S(=O)(Cc1ccccc1)Nc1cccc(Br)c1	13%	-30%	12%	11%	i
C=CC(=O)Nc1cccc(CN2C(=O)N(c3cc(OC)cc(OC)c3)Cc3cnc(NCCCCN(CC)CC)nc32)c1	.	6%	.	.	i

Compound activity from PubChem.

The order is random. About 1.6% of those tested had a hit in this group.
